RECQ1 inh: qHTS Assay for Inhibitors of RecQ-Like Dna Helicase 1 (RECQ1); ATP-dependent DNA helicase Q1 (Homo sapiens), P46063; RECQ1 DNA unwinding, red fluorescence kinetic read; Potency, µM (series often up to 57.3 µM), without a hit: at the highest dose activity, negative = inhibition, hits mostly inhibitors; 240,000 tested, 0.54% active; AID 2549, 2010;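 further: plate controls were vehicle for no effect and no enzyme for full effect; nearly all actives have a fitted effect of over 30% in size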
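50 nM RECQ1T1 preincubated 15 min with compound in Tris pH 8.0 buffer with MgCl2, DTT, Tween-20 and 2.5 ug/ml poly(dI-dC); started with 200 nM TAMRA/BHQ-2 forked duplex and 2 mM ATP. Unwinding read as fluorescence (525/598 nm), two reads 2 h apart.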
GoLoco inh red: qHTS Assay for Inhibitors of RGS12 GoLoco Motif Activity (Red Fluorophore); Gai1:RGS12 GoLoco peptide FP, rhodamine, 10 min; 230,000 tested, 0.44% active; AID 880, 2007; Guanine nucleotide-binding protein G(i) subunit alpha-1 (Homo sapiens), P63096; Potency, µM (top dose mostly 61.6 µM), inactives show at the highest dose activity, negative = inhibition, most hits filed as inhibitors; active means well fitted inhibition curve with a large enough effect, not every such curve was filed as active; inactive means no such curve, though single readings can be large or run the other way; further: nearly all actives have a fitted effect of over 30% in size; many of its hits are not listed in these tables
Target sequence (P63096 whole entry, looked up): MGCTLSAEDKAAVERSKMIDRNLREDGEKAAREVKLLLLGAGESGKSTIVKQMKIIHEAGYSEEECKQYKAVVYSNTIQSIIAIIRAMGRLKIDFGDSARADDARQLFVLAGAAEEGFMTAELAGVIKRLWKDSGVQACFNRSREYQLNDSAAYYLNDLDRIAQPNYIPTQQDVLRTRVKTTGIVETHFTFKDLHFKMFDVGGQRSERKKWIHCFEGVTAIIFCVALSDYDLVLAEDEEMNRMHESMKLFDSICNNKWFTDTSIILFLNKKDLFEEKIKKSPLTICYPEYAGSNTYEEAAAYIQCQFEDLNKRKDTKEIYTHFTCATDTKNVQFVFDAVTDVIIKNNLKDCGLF
TRb-SRC2 inh: qHTS for Inhibitors of the Interaction of Thyroid Hormone Receptor and Steroid Receptor Coregulator 2. Potency, µM (top dose mostly 106 µM), inactives show at the highest dose activity change, negative = inhibition, most hits filed as inhibitors. TRbeta-SRC2 peptide binding, fluorescence polarization; receptor liganded with 1 µM T3. 280,000 tested, 0.065% active. AID 1469, 2008;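 further: plate controls were bound peptide for no effect and peptide without receptor for full effect; nearly all actives have a fitted effect of over 50% in size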
Target sequence (P10828 whole entry, looked up): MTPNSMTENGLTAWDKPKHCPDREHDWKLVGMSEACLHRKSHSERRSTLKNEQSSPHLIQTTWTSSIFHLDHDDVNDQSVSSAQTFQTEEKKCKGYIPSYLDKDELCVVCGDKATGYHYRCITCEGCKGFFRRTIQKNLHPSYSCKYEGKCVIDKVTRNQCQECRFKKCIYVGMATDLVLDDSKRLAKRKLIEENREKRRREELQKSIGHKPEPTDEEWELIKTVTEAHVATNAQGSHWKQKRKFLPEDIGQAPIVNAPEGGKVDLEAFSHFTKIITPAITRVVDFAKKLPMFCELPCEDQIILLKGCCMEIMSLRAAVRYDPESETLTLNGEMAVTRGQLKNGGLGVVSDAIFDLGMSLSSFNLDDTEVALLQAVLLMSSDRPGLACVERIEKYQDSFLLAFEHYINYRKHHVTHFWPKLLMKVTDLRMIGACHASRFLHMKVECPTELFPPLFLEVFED
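Each compound concentration gave % activity, normalized to unbound and bound Texas Red SRC2 controls, from polarization read after 5 hr ambient incubation with T3-loaded human TRb LBD.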
L3MBTL1 block: qHTS Assay for the Inhibitors of L3MBTL1 | Lethal(3)malignant brain tumor-like protein 1 (Homo sapiens), Q9Y468 | AlphaScreen L3MBTL1–H3K9me1 peptide binding | Potency, µM (doses to about 57.1 µM), without a hit: top-dose activity, negative = inhibition, most hits filed as inhibitors | 230,000 tested, 0.66% active | AID 485360, 2010; further: nearly all actives have a fitted effect of over 60% in size
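L3MBTL1 50 nM + b-AHA-H3(1-15)K9me1 75 nM, 30 min RT; compound added, 30 min RT; streptavidin donor/Ni-chelate acceptor beads 10 ug/mL each final, 30 min RT dark; AlphaScreen read.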
TR SRC2 fluor cs: Total Fluorescence Counterscreen for Inhibitors of the Interaction of Thyroid Hormone Receptor and Steroid Receptor Coregulator 2; AID 1479, 2009; TRb/SRC2 Texas Red total fluorescence interference; 280,000 tested, 0.29% active; Potency, µM (top dose mostly 106 µM), inactives show at the highest dose fluorescence change, negative = quenching; active means well fitted curve in either direction with a large enough effect; inconclusive means small, poorly fitted or top-dose-only effect
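Flags fluorescent or light-absorbing compounds by total fluorescence, S + 2P, at 555 nm excitation and 632 nm emission. Mixture: 20 nM Texas Red SRC2 peptide, 0.6 uM human TRb LBD, 1 uM T3, 5% DMSO; compound exposure 5 h at ambient temperature.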
GAA glycogen: qHTS Assay for Inhibitors and Activators of Human alpha-Glucosidase Cleavage of Glycogen; Lysosomal alpha-glucosidase (Homo sapiens), P10253; recombinant GAA, glycogen substrate, Amplex Red glucose oxidase fluorescence; Potency, µM (series often up to 76.4 µM), without a hit: top-dose activity change, negative = inhibition, actives largely listed as inhibitors; 300,000 tested, 0.38% active; AID 2100, 2009;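 further: 0% = full enzyme reaction and -100% = no-enzyme basal signal; the screen sought inhibitors and activators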
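Recombinant human enzyme (4 nM); glycogen substrate; 37 C, 40 min, pH 5.0. Readout: coupled glucose oxidase/Amplex Red fluorescence.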
aGlu spleen mod: qHTS Assay for Inhibitors and Activators of Human alpha-Glucosidase From Spleen Homogenate. Lysosomal alpha-glucosidase (Homo sapiens), P10253. human spleen homogenate, 4-MU-alpha-glucoside fluorescence. Potency, µM (series often up to 79.9 µM), for inactives: top-dose activity change, negative = inhibition, most hits filed as inhibitors. 240,000 tested, 0.006% active. AID 2112, 2009;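 further: 0% = enzyme with vehicle and -100% = no enzyme basal signal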
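Human spleen homogenate (1 ug) incubated with compounds and 1 mM 4-methylumbelliferyl-alpha-D-glucopyranoside in pH 5.0 citrate/phosphate buffer, 37 C, 40 min. Stopped at pH 10; 4-MU fluorescence (Ex 365/Em 440 nm); AC50 by Hill fit.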
GAA inhib: qHTS Assay for Inhibitors of Human alpha-Glucosidase as a Potential Chaperone Treatment of Pompe Disease; AID 1466, 2008; Potency, µM (doses to about 76.9 µM), for the others: top-dose activity change, negative = inhibition, hits mostly inhibitors; purified human GAA, 4-MU-alpha-glucoside fluorescence; 200,000 tested, 0.005% active;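 further: plate controls were uninhibited enzyme wells for no effect and no-enzyme background for full effect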
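Fluorescence at Ex 365/Em 440 nm from 4-methylumbelliferone reported enzyme activity after 20 min at room temperature. Reactions used 4 nM enzyme and 400 uM substrate at pH 5.0; curves fitted with the Hill equation.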
* = called active by the depositor; i = inactive; ? = inconclusive; · = not tested or not shown; [ ] = another dose, or the depositor's remark. Unless noted, the call rests on the fitted dose curve; in most records, active means well fitted curve in the direction sought with a large enough effect; inconclusive means small, poorly fitted or top-dose-only effect, or another doubt; inactive means no such curve, though single readings can be large; an effect the other way counts as inactive or inconclusive. Unless noted, on the % scale 0 is the no-effect control and ±100 the full control effect; potency means the concentration at half of the fitted maximal effect. These rows are one share of the data; rates above refer to the full screens.

SMILES	RECQ1 inh	GoLoco inh red	TRb-SRC2 inh	L3MBTL1 block	TR SRC2 fluor cs	GAA glycogen	aGlu spleen mod	GAA inhib
O=C(Nc1ccccc1)OCC1CCCN2CCCCC12 (stereo unspecified)	2%	14%	3%	·	-4%	5%	2%	-30%[15.4 µM]
Cc1ccccc1C(=O)NN1C(=O)CSC1=S	-10%	22%	?	-10%	20%	?	4%	-1%
COC(=O)Nc1ccc(S(=O)(=O)N2CCCc3ccccc32)cc1	-11%	-1%	-8%	0%	0%	-2%	-8%	-7%
COc1ccc2oc(=O)c(C(=O)C[n+]3cccc(C)c3)cc2c1	i	10µM*	-4%	?	0%	?	8%	?
Cc1nnc(SCC(=O)Nc2ccccc2F)n1Cc1ccco1	-11%	7%	-1%	·	3%	5%	-2%	·
Cc1scc(-c2n[nH]c(=S)n2C(C)c2ccccc2)c1C (stereo unspecified)	-8%	20%	2%	-1%	-2%	-25%	-2%	-2%
COc1ccc(-c2nnn(CC(=O)N(CC(=O)NC3CCCC3)c3ccccc3)n2)cc1OC	-17%	2%	-1%	-4%	0%	-14%	0%	-24%
O=C(CCSc1ccc(Cl)cc1)NC12CC3CC(CC(C3)C1)C2	-7%	13%	3%	·	0%	3%	2%	-8%
O=C(NC1CCCCC1)C1CCCN(S(=O)(=O)c2cnc[nH]2)C1 (stereo unspecified)	-8%	4%	-11%	·	-3%	-16%	-12%	2%
Cc1cccc(NC(=O)CN2C(=O)N/C(=C/c3cc(C)n(C(C)C)c3C)C2=O)c1	-13%	14%	1%	·	-2%	18%	-5%	-7%
COc1ccc(OC(C)C(=O)NCCC2=CCCCC2)cc1 (stereo unspecified)	i	18%	-1%	10%	-1%	19%	2%	5%
CC(C)CCN1CC(C(=O)NCc2ccccc2)CC1=O (stereo unspecified)	6%	-2%	-5%	3%	0%	1%	-4%	3%
COc1ccc(Oc2ccc(C(F)(F)F)cc2NC(=O)c2ccc(F)cc2)cc1	-13%	3%	1%	·	-4%	-3%	-7%	·
CC(C)CC(C(=O)O)N1C(=O)C2C3CC(C2C1=O)C1C(c2ccccc2)c2sc(=O)[nH]c2SC31 (stereo unspecified)	-6%	-38%	-16%	-9%	0%	6%	-1%	-2%
O=C(O)c1cc(-c2ccc(/C=N/N3C(=O)C4C5C=CC(CC5)C4C3=O)o2)ccc1Cl (stereo unspecified)	i	15%	4%	-15%	-2%	0%	-1%	0%
COc1ccccc1N1CCN(C(=O)c2coc(=O)c(Br)c2)CC1	-5%	2%	-4%	5%	-1%	1%	12%	15%[15.4 µM]
COc1cc(/C=N/NC(=O)c2cccnc2)ccc1OS(=O)(=O)c1ccc(F)cc1	-2%	-7%	-4%	1%	-3%	0%	-9%	-6%
Cc1cc(C)nc(-n2nc(C)cc2NC(=O)c2cccc(S(=O)(=O)N3CCCCC3)c2)n1	i	8%	-12%	-3%	1%	-5%	-1%	7%
CC1CCN(Cc2ccc(NC(=O)C3CCN(c4nnc(-n5cccc5)s4)CC3)cc2)CC1	i	14%	-7%	-6%	-4%	-10%	3%	-15%
COc1cc(/C=C/C(=O)O)cc(S(=O)(=O)NC2CC2)c1OC	-2%	-3%	-3%	11%	1%	6%	-3%	10%
CCOC(=O)c1[nH]c2ccccc2c1NC(=O)NC1CCCCC1	i	2%	1%	·	-4%	0%	1%	-7%
CCN(CC)S(=O)(=O)c1cc(OCC(N)=O)c(C)cc1Cl	-2%	2%	-8%	-9%	5%	10%	-1%	5%
CCCC(=O)Oc1ccc(N(C(=O)CCC)S(=O)(=O)c2cccs2)cc1	-5%	14%	-4%	-4%	-2%	-3%	·	-6%
COC(=O)c1cc(CNC(=O)c2cccc(Cl)c2Cl)ccc1OC	0%	6%	0%	-3%	-2%	2%	-6%	8%
Cc1cccc(OCCCn2c(=O)sc3ccccc32)c1	-8%	6%	-3%	55%[activator]	0%	7%	3%	-1%
COc1cc(C(=O)OCC(=O)c2cc(C)n(C)c2C)cc(NC(=O)c2ccco2)c1OC	-7%	4%	-13%	-2%	-1%	-6%	6%	-12%
Cc1ccc(C2=N/C(=C/N3CCOCC3)C(=O)O2)cc1	-6%	10%	-13%	-6%	-4%	3%	-2%	-3%
CNc1cc(CS(=O)c2ccccc2)nc(-c2ccccc2)n1 (stereo unspecified)	?	-17%	6%	1%	-1%	2%	-10%	1%
CCOc1ccc(-c2nc(C#N)c(N3CCN(Cc4ccccc4)CC3)o2)cc1	-11%	-6%	-3%	·	0%	-15%	-1%	-8%
O=C(Nc1ccc2c(c1)OCCO2)C1CCN(C(=O)c2ccc(Br)cc2)CC1	-2%	-36%	-6%	20%	-4%	7%	-5%	-14%
Cc1cccc(C(=O)Nc2ccccc2C(=O)OCC(=O)Nc2ccc(C#N)cc2)c1	-11%	11%	3%	2%	0%	9%	-8%	-7%
CCOC(=O)c1c[nH]c2c(C)cc(C)cc2c1=O	-13%	4%	-16%	3%	-2%	4%	-3%	3%
Cc1cc(C)c(C)c(OCC(=O)O/N=C(\N)c2ccccn2)c1	i	3%	-6%	·	1%	5%	-10%	2%
Cc1ccc2cc(C#N)c(SCC(=O)NCC3CCCO3)nc2c1C (stereo unspecified)	2%	11%	-1%	6%	2%	16%	-2%	-6%
CC(=O)Oc1c(S(=O)(=O)c2ccc(C)cc2)c(C)nn1-c1ccccc1	7%	-2%	1%	4%	-4%	0%	1%	0%
O=C(CCCN1C(=O)CCC1=O)Nc1ccc2c(c1)OCCO2	1%	-3%	-3%	·	-3%	6%	3%	-8%
O=C(c1cnc2sccn2c1=O)N(Cc1ccccc1)c1ccccn1	i	4%	5%	2%	0%	-3%	-6%	-6%
O=C(CC(c1ccccc1)c1ccccc1)OCn1nnc2ccccc2c1=O	i	-1%	-14%	·	0%	-4%	-3%	-15%
CN(C)S(=O)(=O)c1ccc(Cl)c(NC(=O)COC(=O)CC(NC(N)=O)c2ccc(Cl)cc2)c1 (stereo unspecified)	i	8%	12%	·	-2%	-8%	0%	·
O=C(COC(=O)C1=COCCO1)Nc1ccc(OC(F)F)cc1	i	-7%	-4%	·	1%	-13%	0%	-1%
COCC(=O)Oc1c(S(=O)(=O)c2ccc(C)cc2)c(C)nn1-c1ccccc1	-2%	-5%	-15%	1%	1%	-3%	-1%	2%
Cc1cc(C)c(C)c(S(=O)(=O)N2CCN(C(=O)CCC(=O)N3CCOCC3)CC2)c1C	i	-11%	7%	·	0%	4%	0%	·
Cc1ccsc1/C=C(/C#N)C(=O)NCc1ccccc1	-2%	4%	-1%	3%	0%	13%	-2%	2%
COC(=O)CNC(=O)c1cccc(F)c1	1%	1%	-2%	·	2%	4%	-4%	-1%
O=C(N/N=C/c1cnc(N2CCCCC2)s1)c1ccc(Cl)cc1	28%	5%	5%	?	-2%	12%	-2%	-17%
Cc1ccc(S(=O)(=O)Nc2ccc(Cl)cc2C(=O)c2ccc(F)cc2)cc1	-13%	4%	-2%	-7%	-1%	9%	-4%	-8%
COc1ccc(Cl)cc1NC(=O)CN(C)Cc1ccc(OC)c(OC)c1	i	0%	2%	18%	-2%	11%	-7%	5%

Copied from above for reference:
SMILES	RECQ1 inh	GoLoco inh red	TRb-SRC2 inh	L3MBTL1 block	TR SRC2 fluor cs	GAA glycogen	aGlu spleen mod	GAA inhib
O=C(c1cnc2sccn2c1=O)N(Cc1ccccc1)c1ccccn1	i	4%	5%	2%	0%	-3%	-6%	-6%
O=C(CC(c1ccccc1)c1ccccc1)OCn1nnc2ccccc2c1=O	i	-1%	-14%	·	0%	-4%	-3%	-15%
CN(C)S(=O)(=O)c1ccc(Cl)c(NC(=O)COC(=O)CC(NC(N)=O)c2ccc(Cl)cc2)c1 (stereo unspecified)	i	8%	12%	·	-2%	-8%	0%	·
O=C(COC(=O)C1=COCCO1)Nc1ccc(OC(F)F)cc1	i	-7%	-4%	·	1%	-13%	0%	-1%
COCC(=O)Oc1c(S(=O)(=O)c2ccc(C)cc2)c(C)nn1-c1ccccc1	-2%	-5%	-15%	1%	1%	-3%	-1%	2%
Cc1cc(C)c(C)c(S(=O)(=O)N2CCN(C(=O)CCC(=O)N3CCOCC3)CC2)c1C	i	-11%	7%	·	0%	4%	0%	·
Cc1ccsc1/C=C(/C#N)C(=O)NCc1ccccc1	-2%	4%	-1%	3%	0%	13%	-2%	2%
COC(=O)CNC(=O)c1cccc(F)c1	1%	1%	-2%	·	2%	4%	-4%	-1%
O=C(N/N=C/c1cnc(N2CCCCC2)s1)c1ccc(Cl)cc1	28%	5%	5%	?	-2%	12%	-2%	-17%
